Screens as filed in PubChem.
Pf growth 48h: inhibits P. falciparum growth in the first generation, 48 h. Potency, µM (doses to about 28.7 µM), for the others: at the top dose activity change, negative = inhibition, actives largely listed as inhibitors. 310,000 compounds, 5.9% hits. AID 504832. P. falciparum luciferase growth in erythrocytes, 48 h; also: potency is read from the fitted curve at half-maximal effect; % is scaled to controls: 0 for no effect and ±100 for the full control effect
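In quantitative HTS format, infected erythrocytes bearing luciferase-reporter parasites were treated for a single generation at 37 C. Luminescence after adding detection reagent served as the growth measure.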
FBPA Giardia inh: inhibitors of Giardia lamblia fructose-1,6-bisphosphate aldolase; A8B2U2; purified Giardia FBPA; Potency, µM (highest dose often 59.6 µM), inactives show at the top dose activity, negative = inhibition, hits mostly inhibitors; 290,000 compounds, 0.71% hits; AID 2451; also: potency is read from the fitted curve at half-maximal effect; % is scaled to controls: 0 for no effect and ±100 for the full control effect; nearly all actives have a fitted effect of over 55% in size
Target sequence (A8B2U2 whole entry, looked up): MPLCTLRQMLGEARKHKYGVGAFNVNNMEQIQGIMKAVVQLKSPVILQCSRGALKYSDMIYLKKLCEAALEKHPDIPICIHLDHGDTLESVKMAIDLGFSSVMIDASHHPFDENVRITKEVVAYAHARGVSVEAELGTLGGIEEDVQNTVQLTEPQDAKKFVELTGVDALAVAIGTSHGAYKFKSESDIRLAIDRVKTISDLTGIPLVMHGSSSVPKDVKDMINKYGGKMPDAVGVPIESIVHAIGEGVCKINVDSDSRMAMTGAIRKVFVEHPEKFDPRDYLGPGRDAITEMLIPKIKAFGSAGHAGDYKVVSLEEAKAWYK
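Giardia FBPA (40 nM reagent) was preincubated 10 min at RT with compound (up to 57.5 uM final), then substrate plus GAPDH/TPI/NAD/arsenate coupling system with diaphorase/resazurin was added; resorufin fluorescence (525/598 nm) was read after 20 min.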
Pf growth 96h: inhibits malaria parasite growth, 96 h | P. falciparum luciferase reporter growth, 96 h | Potency, µM (doses to about 28.7 µM), for the others: at the top dose activity change, negative = inhibition, usual class: inhibitors | 320,000 compounds, 6.9% hits; also: potency is read from the fitted curve at half-maximal effect; % is scaled to controls: 0 for no effect and ±100 for the full control effect
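Plates of compound plus infected erythrocytes (2% hematocrit, 0.05% parasitemia final) incubate 96 hours, 37 C, 5% CO2. Detection reagent added; reduced luminescence from the parasites' luciferase reporter flags inhibition.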
CHX counter: counter-screen for Shiga toxin inhibitors: cycloheximide protein synthesis inhibition. cell reporter, cycloheximide protein synthesis inhibition counterscreen. max response, %. 300,000 compounds, 12% hits. AID 2314; in the data active = max response mostly above about 13%, no sharp cut-off; inactive = mostly below about 14%; also: read at 38.3 µM for the half of the compounds with a filed dose; 0% is about no effect
HCV inhibitor: HCV inhibition; Huh7.5.1 HCVcc-Cre infection, luciferase reporter, 44 h; Potency, µM (doses to about 41.8 µM), without a hit: top-dose activity change, negative = inhibition, usual class: inhibitors; 340,000 compounds, 3.4% hits; AID 651820; also: potency is read from the fitted curve at half-maximal effect; % is scaled to controls: 0 for no effect and ±100 for the full control effect
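Cells (1,000/well) were plated 4 h before compound, then infected with HCVcc-Cre virus (~0.5 moi). After 44 h further culture, infection was read as luciferase luminescence following a 15 min substrate incubation at room temperature.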
Shiga inhibitor: Shiga toxin inhibition; Vero cells, Shiga toxin protein synthesis inhibition reporter; inhibition, % at 38.7 µM; 290,000 compounds, 9.2% hits; AID 2315; in the data active = inhibition mostly above about 28%, no sharp cut-off; inactive = mostly below about 43%; also: 0% is about no effect
* marks the source's active call; other numbers are inactive results; u = inconclusive; x = no result given; & = joins results of further samples; [ ] = remark or other dose. Unless noted, calls follow the shape of the dose curve; as a rule, active = well fitted curve in the direction sought with a large enough effect; inconclusive = small, poorly fitted or top-dose-only effect, or another doubt; inactive = no such curve, though single readings can be large; an effect the other way counts as inactive or inconclusive.

SMILES	Pf growth 48h	FBPA Giardia inh	Pf growth 96h	CHX counter	HCV inhibitor	Shiga inhibitor
Cn1cc(Br)c(-c2cccc(NC(=O)CC(C)(C)CC(=O)O)c2)n1	71.6%[activator]	14.1%	-6.1%	-2.1	10.5%	7.3
CN(C(=O)COC(=O)c1ccc(Cl)cc1N)C1CCS(=O)(=O)C1 (stereo unspecified)	6.5%	-0.1%	x	-1.3	-2.7%	-8.1
CCc1cccc2c1NC(=O)C21OCCO1	23.7%	5.4%	u	-6.9	-4.0%	-10.0
CCn1nc(C)cc1C(=O)N1CCCC(C(=O)c2ccc3ccccc3c2)C1 (stereo unspecified)	-4.5%	-0.7%	7.4%	-0.1	u	9.6
Cn1c(=O)n(C)c2cc([N+](=O)[O-])c(N3CCN(C(=O)c4ccc(F)cc4)CC3)cc21	u	0.0%	-9.4%	-4.8	u	-27.4
O=C(CSc1nc(-c2ccccc2)nc2c1Cc1ccccc1O2)Nc1ccc(C(=O)O)cc1	470.3%[activator]	-6.9%	u	-5.4	u	8.9
O=C(CSc1nnc(-c2ccco2)n1-c1ccccc1)NCc1ccco1	5.5%	x	44.4%[activator]	1.7	7.8%	-9.6
Cc1[nH]c2ccccc2c1SCc1ccccc1	6.2%	-17.1%	12.4%	6.0	-1.1%	18.7
Cc1nc(CN2CCN(C(=O)c3ccc(Br)cc3)CC2)cs1	7.8%	0.7%	x	-0.8	-1.8%	-13.6
CCCCC1(C)NC(=O)c2c(C)sc(C(=O)OCC)c2N1 (stereo unspecified)	u	1.1%	8.28µM*	-4.4	u	-1.6
CCCCn1c(SCC(N)=O)nnc1-c1ccco1	u	2.2%	0.0%	-3.2	7.9%	-6.1
Cc1ccc(NC(=O)C(C)N2CCOCC2)c(C(=O)c2ccccc2)c1 (stereo unspecified)	-4.7%	3.7%	u	-2.0	17.4%	-10.0
Cc1ccc2[nH]c(=O)c(-c3nc4cc(C)ccn4c3NCc3ccco3)cc2c1	23.4%	2.8%	51.5%[activator]	23.9*	u	22.8
COc1ccc(OCCn2nnc(-c3ccc(Cl)cc3)n2)cc1	12.1%	2.6%	-10.1%	1.8	7.5%	-8.7
CC(C)C(=O)NC(NC1CCS(=O)(=O)C1)C(Cl)(Cl)Cl (stereo unspecified)	-12.4%	0.3%	6.1%	-4.2	18.7%	-2.8
Cc1cccc(OCC(=O)NCC(=O)N/N=C/c2ccc(O)cc2O)c1	10.4µM*	16.0%	u	-1.5	u	14.4
N#C/C(=C/c1cccnc1)c1ccccc1	10.7%	-2.4%	59.0%[activator]	11.5	u	x
CC(=O)C1=C(C)NC(C)=C(C(C)=O)C1c1ccc(-c2ccccc2Cl)o1	-2.2%	9.9%	x	0.8	15.3%	16.8
O=C(Oc1cc(Cl)ccc1Cl)c1ccc(N2CCOCC2)c([N+](=O)[O-])c1	14.6%	0.4%	0.0%	-5.1	15.7%	-9.5
CC(O)Cn1ccccc1=N (stereo unspecified)	8.1%	-29.7%	-9.0%	-7.1	10.4%	-16.4
Cn1c2c(c(=O)n(C)c1=O)C(c1cccc(F)c1)C(C#N)=C(N)O2 (stereo unspecified)	0.9%	-8.2%	21.7%	-1.2	-18.4%	10.3
COc1ccc(C(=O)Nc2ncccc2C)cc1S(=O)(=O)N1CCOCC1	22.1%	x	53.9%[activator]	x	16.0%	x
CCOC(=O)C1=C(C)NC(C)=C(C(=O)OCC)C1C(=O)O	27.4%	1.2%	x	1.6	17.9%	2.5
O=C(c1ccccc1Cl)N1CCNCC1	x	5.0%	u	-5.6	24.6%	-19.1
COc1ccc(O)c(C2=Nc3ccccc3N=C(c3cccs3)C2)c1	-7.3%	1.8%	1.2%	15.5*	2.4%	2.5
Cc1cccc(C)c1NC(=S)NCc1ccncc1	u	6.5%	-3.6%	-2.0	9.2%	-6.1
CCOC(=O)CN1C(=O)NC2(CCCc3ccccc32)C1=O (stereo unspecified)	9.1%	4.4%	26.8%	-0.7	-2.6%	0.8
CC(=O)Nc1ccccc1-c1ccc(C)o1	34.7%[activator]	0.6%	61.7%[activator]	16.3*	-15.9%	16.3
O=C(N/N=C/c1cccnc1)c1cc2ccccc2o1	13.3%	-4.4%	-30.1%	-1.4	2.2%	-19.7
COc1cc2c(cc1OC)C(COc1ccc3c(C)cc(=O)oc3c1)N(C(=O)c1ccco1)CC2 (stereo unspecified)	u	4.8%	x	-1.5	-5.5%&-29.3%	-4.3
CC(=O)c1ccc(N2CCN(C(=O)/C=C/c3cccs3)CC2)cc1	-5.0%	1.5%	-5.1%	7.2	-11.7%	2.9
CC(C)(CNCC(O)c1ccccc1)N1CCOCC1 (stereo unspecified)	42.7%[activator]	-6.1%	5.86µM*	5.7	12.8%	17.0
CCc1ccc(C(=O)NNC(=O)c2cccc(N3C(=O)CCC3=O)c2)cc1	-0.9%	x	-11.7%	x	0.2%	x
Cc1cccc(N(CC(=O)NCC2CCCO2)C(=O)CNS(=O)(=O)c2ccc(Cl)cc2)c1 (stereo unspecified)	-2.0%	8.6%	u	-8.1	-4.6%	-11.3
c1ccc(CNc2cnccn2)cc1	25.2%	-0.9%	-4.5%	4.5	6.3%	-7.1
COc1cccc(-c2nc(CS(=O)(=O)CC(=O)NCc3ccccc3OC)c(C)o2)c1	18.9%	0.5%	3.0%	-3.9	-22.0%	-3.0
O=C(O)CC(NC(=O)C1c2ccccc2Oc2ccccc21)c1ccc(OC2CCCC2)cc1 (stereo unspecified)	u	u	-12.5%	-3.5	10.7%	-14.6
COc1cc(NC(=O)COc2cccc(OC)c2)cc(OC)c1	8.6%	0.4%	5.22µM*	8.9	-21.3%	-1.2
CCOC(=O)N1CCN(S(=O)(=O)c2ccc(C(=O)Nc3sc4c(c3C(=O)OC)CCN(C)C4)cc2)CC1	-19.8%	x	u	-6.9	u	-23.1
O=C(O)C1C2C=CC(O2)C1C(=O)NCc1ccc2c(c1)OCO2 (stereo unspecified)	-6.4%	11.1%	46.1%[activator]	-3.1	9.3%	-3.8
COc1ccc(-c2c(C#N)c(N)nc3c2CCC3)cc1	u	0.8%	4.1%	20.4*	u	15.2
CC1=Nc2cc(C(=O)NCCN3CCOCC3)ccc2Sc2c(C)ccc(C)c21	u	4.6%	11.7µM*	-5.9	-4.0%	-13.5
CCN(CC(=O)Nc1ccccc1C(F)(F)F)C(=O)C1CC(=O)N(Cc2ccccc2)C1 (stereo unspecified)	u	x	11.9%	x	1.2%	x
CCCc1cc(=O)[nH]c2nnc(SCC(=O)NC3CCCC3)n12	0.9%	x	14.5%	x	18.4%	x
Cc1ccccc1N=C1NC(=O)CC(c2ccccc2)S1 (stereo unspecified)	x	-0.3%	u	5.7	13.7%	-10.9

Molecules shown so far that contain four or more nitrogen atoms (eight):
SMILES	Pf growth 48h	FBPA Giardia inh	Pf growth 96h	CHX counter	HCV inhibitor	Shiga inhibitor
Cn1c(=O)n(C)c2cc([N+](=O)[O-])c(N3CCN(C(=O)c4ccc(F)cc4)CC3)cc21	u	0.0%	-9.4%	-4.8	u	-27.4
O=C(CSc1nnc(-c2ccco2)n1-c1ccccc1)NCc1ccco1	5.5%	x	44.4%[activator]	1.7	7.8%	-9.6
CCCCn1c(SCC(N)=O)nnc1-c1ccco1	u	2.2%	0.0%	-3.2	7.9%	-6.1
Cc1ccc2[nH]c(=O)c(-c3nc4cc(C)ccn4c3NCc3ccco3)cc2c1	23.4%	2.8%	51.5%[activator]	23.9*	u	22.8
COc1ccc(OCCn2nnc(-c3ccc(Cl)cc3)n2)cc1	12.1%	2.6%	-10.1%	1.8	7.5%	-8.7
Cn1c2c(c(=O)n(C)c1=O)C(c1cccc(F)c1)C(C#N)=C(N)O2 (stereo unspecified)	0.9%	-8.2%	21.7%	-1.2	-18.4%	10.3
CCOC(=O)N1CCN(S(=O)(=O)c2ccc(C(=O)Nc3sc4c(c3C(=O)OC)CCN(C)C4)cc2)CC1	-19.8%	x	u	-6.9	u	-23.1
CCCc1cc(=O)[nH]c2nnc(SCC(=O)NC3CCCC3)n12	0.9%	x	14.5%	x	18.4%	x

Later entries.
SMILES	Pf growth 48h	FBPA Giardia inh	Pf growth 96h	CHX counter	HCV inhibitor	Shiga inhibitor
CCn1c(=N)n(CC(=O)c2ccco2)c2ccccc21	1.8%	-2.7%	x	9.5	-0.3%	0.3
Cc1cccc(NC(=O)CNC(=O)C23CC4CC(CC(Cl)(C4)C2)C3)n1	u	x	9.8%	x	1.5%	x
CSc1ccc(CN(C)Cc2nc3ccccc3c(=O)[nH]2)cc1	-3.2%	-0.1%	15.7%	5.5	-23.8%	-5.9
O=C(c1cnc2ccc3ccccc3c2c1)c1cc(F)ccc1O	3.7µM*	-24.4%	u	46.1*	5.62µM*	69.3*
CCn1cc(C(=O)N2CCN(Cc3ccc4c(c3)OCO4)CC2)c2cc(OC)c(OC)cc2c1=O	u	-5.3%	15.9%	-2.1	-9.8%	-6.5
Cc1oc(-c2cccs2)[n+]([O-])c1C	2.3%	2.6%	174.8%[activator]	-1.8	18.4%	7.8
CCNc1nc(NCC)n2c(SCC(=O)NC34CC5CC(CC(C5)C3)C4)nnc2n1	u	3.7%	u	-3.0	2.3%	-11.8
CCCS(=O)(=O)N1CCC(C(=O)N2CCOCC2)CC1	7.4%	5.6%	u	-3.7	18.2%	-15.6
COc1ccc(/C(O)=C2/C(=O)C(=O)N(CCCN(C)C)C2c2ccccc2)cc1OC (stereo unspecified)	10.6%	-2.0%	-18.0%	5.5	4.2%	4.8
CCC(=O)Nc1ccc(NC(=O)CSc2nnc(C(C)C)n2C)cc1	u	-0.1%	u	5.9	9.6%	-3.6
COc1cccc(CN2CCCC(C(=O)c3ccc4c(c3)OCO4)C2)c1OC (stereo unspecified)	7.5%	-0.8%	u	-2.5	-21.4%	-10.1
C=CCn1c(-c2c[nH]c3ccccc23)n[nH]c1=S	16.2%	-5.1%	-1.1%[5.75 µM]	-0.4	-8.4%	23.7
Cc1cccc(NC(=O)c2cc(-c3cc(C)ccc3O)n[nH]2)c1	u	4.2%	u	39.6*	9.2%	108.4*
Cc1c(C(=O)NCc2ccccc2)c(-c2ccccc2)nn1-c1ccccc1	x	-1.8%	u	-5.7	5.1%	-6.0
CC(=O)c1c(C)nn(CC(O)COc2ccc3c(c2)CCC3)c1C (stereo unspecified)	-5.1%	-0.4%	x	-1.8	u	-2.9
CCOC(=O)C1=C(N)Oc2cc(C)oc(=O)c2C12C(=O)N1c3c(cccc32)C(C)=CC1(C)C (stereo unspecified)	u	-6.0%	-14.3%[5.75 µM]	-2.4	7.2%	21.4
Cc1cc(S(=O)(=O)N2CCCCC2CCNC(=O)C(=O)NCC2CCCO2)ccc1F (stereo unspecified)	u	x	-15.3%	x	-0.6%	x
O=C(COc1ccc(Cl)cc1Br)NC(=O)NCc1ccccc1	27.0%	2.0%	u	17.1	-0.5%	-6.2
CN(CC(=O)Nc1ccccc1C(F)(F)F)C(=O)c1ccccc1Sc1ccccc1C#N	u	x	u	x	-19.2%	x
CCCCCn1c2nc3ccccc3nc2c2c(=O)n(CC3CCCO3)c(C)nc21 (stereo unspecified)	44.1%[activator]	2.6%	-21.9%	-2.0	x	-2.4
COc1ccccc1C(C)NCC(=O)NC(=O)NCc1ccco1 (stereo unspecified)	-16.0%	x	-10.4%	x	2.5%	x
CCOc1ccc(NC(=O)CN(C)C(=O)c2sccc2-c2ccccc2)cc1OCC	u	x	u	x	u	x
CS(=O)(=O)N1CCN(C(=O)c2ccc(F)cc2)CC1	10.9%	7.2%	0.2%	-4.1	4.5%	-13.3
COC(=O)c1ccc(NC(=O)CSCc2ccccc2C)cc1	x	0.8%	-22.4%	15.5	-16.7%	6.6
C[C@H](NC(=O)c1nc[nH]c1C(=O)NCC(=O)OC(C)(C)C)C(=O)OC(C)(C)C	14.4%	-13.9%	34.3%[activator]	-3.0	-1.6%	-6.5
Cn1cnnc1SCc1ccc(-c2ccc(Br)cc2)o1	42.6%[activator]	-17.2%	25.6%	28.2	u	45.9
